High-throughput results from PubChem.
TAAR1 agonist: human TAAR1 agonists, primary screen, Fluo-8 calcium fluorescence, CHO RD-HGA16 cells. Trace amine-associated receptor 1 (Homo sapiens), Q96RJ0. vehicle wells 0%, saturating PEA agonist 100%. activation, % at 3 µM. 360,000 compounds, 0.99% hits;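 active = activation above the mean activation of all test compounds in the run plus 3 SD, cut at about 38% in these data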
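System: CHO RD-HGA16 cells carrying human TAAR1 plus Gα16; Incubation: 17-24 h seeding, 75 min 37 °C dye, 30 min RT; Measured by: Fluo-8 fluorescence, 5 s baseline then 140 s kinetic read; Control set: DMSO and PEA EC100; Replication: single well for each compound.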
CHO parental Ca: ATP-evoked calcium signal inhibitors, parental CHO, primary screen, counter-screen for OX1R antagonist project, cell-based, fluorescence, Fluo-8 calcium dye; parental CHO-K1, ATP-induced calcium, Fluo-8 fluorescence; inhibition, % at 5.6 µM; 330,000 compounds, 0.63% hits;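 active = inhibition above that plate's mean sample inhibition plus 3 SD, cut at about 26% in these data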;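 note: 0% = ATP-challenged DMSO wells and 100% = DMSO wells without ATP; some compounds past the cut are filed as inactive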
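material = parental CHO cells | also added = ATP as calcium-mobilizing challenge | dosing = single point at 5.6 µM | detection = intracellular calcium via Fluo-8 no-wash fluorescent dye | read-out = % inhibition | benchmarks = low control ATP plus DMSO, high control DMSO only | repeats = one well per compound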
OXTR potentiator: human OXTR potentiators, primary screen, fluorescence, CHO-OTR cells, Fluo-8 calcium; activation, % at 3 µM; Fluo-8 calcium fluorescence, potentiator mode; 0% = oxytocin EC15, 100% = EC100; AID 2445, 2010; 320,000 compounds, 0.061% hits; Oxytocin receptor (Homo sapiens), P30559;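 active = activation above that plate's cutoff, the mean activation of tested compounds plus 3 SD, cut at about 6.6% in these data, passing the limit was not always enough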;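 note: 100% uses oxytocin at 75 nM as the full agonist control; some results filed as inactive read as strong as hits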
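Measured by – Fluo-8 calcium dye fluorescence · Test system – human OTR in CHO cells · Dosing – one concentration, 3.0 µM compound · Controls – EC15 oxytocin alone as 0%, 75 nM oxytocin as 100% · Evaluation – normalized max/min fluorescence ratio, % activation · Timing – 6 min pre-incubation, 100 s read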
CHRM1 PAM: human M1 muscarinic receptor positive allosteric modulators, primary screen, CHO-K1 cells, Fluo-8 calcium fluorescence, 1536-well; activation, % at 3 µM; CHO-K1 hM1, ACh EC20; 0% = ACh EC20, 100% = maximal ACh; 360,000 compounds, 0.088% hits; Muscarinic acetylcholine receptor M1 (Homo sapiens), P11229; in the data active = activation above about 19%, passing the limit was not always enough
Target sequence (P11229 whole entry, looked up): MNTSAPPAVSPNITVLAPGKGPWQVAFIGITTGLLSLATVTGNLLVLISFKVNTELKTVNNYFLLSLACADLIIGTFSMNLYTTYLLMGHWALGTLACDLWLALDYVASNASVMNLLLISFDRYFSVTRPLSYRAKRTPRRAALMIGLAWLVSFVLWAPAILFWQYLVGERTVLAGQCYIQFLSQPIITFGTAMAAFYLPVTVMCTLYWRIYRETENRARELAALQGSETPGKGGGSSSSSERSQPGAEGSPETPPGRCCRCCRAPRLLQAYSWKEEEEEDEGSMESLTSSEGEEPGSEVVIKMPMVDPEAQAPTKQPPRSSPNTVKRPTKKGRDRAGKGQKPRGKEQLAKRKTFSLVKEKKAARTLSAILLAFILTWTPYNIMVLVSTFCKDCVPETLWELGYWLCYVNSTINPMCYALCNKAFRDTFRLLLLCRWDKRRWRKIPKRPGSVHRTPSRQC
M1 ag: human M1 muscarinic receptor agonists, primary screen, Fluo-8 calcium fluorescence, CHO-K1 cells, HTS; Muscarinic acetylcholine receptor M1 (Homo sapiens), P11229; CHO-K1 hM1, agonist mode; 0% DMSO, 100% acetylcholine EC100; activation, % at 3 µM; 360,000 compounds, 0.33% hits;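 active = activation above the run's mean compound activation plus 3 SD, cut at about 16% in these data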;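 note: peak over basal fluorescence ratio within a 140 s kinetic read after compound addition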
V1aR counter: agonists of human V1a receptor, primary screen, counter-screen for OXTR agonist project, fluorescence, CHO-V1R cells; Vasopressin V1a receptor (Homo sapiens), P37288; Fluo-8 calcium fluorescence, agonist mode; 0% DMSO, 100% 3 nM vasopressin; activation, % at 3 µM; 320,000 compounds, 0.25% hits; AID 2797, 2010;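 active = activation above the mean activation of all tested compounds plus 3 SD, per screening run, cut at about 20% in these data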;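 note: signal is peak over basal fluorescence ratio across a 100 second FLIPR read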
Target sequence (P37288 whole entry, looked up): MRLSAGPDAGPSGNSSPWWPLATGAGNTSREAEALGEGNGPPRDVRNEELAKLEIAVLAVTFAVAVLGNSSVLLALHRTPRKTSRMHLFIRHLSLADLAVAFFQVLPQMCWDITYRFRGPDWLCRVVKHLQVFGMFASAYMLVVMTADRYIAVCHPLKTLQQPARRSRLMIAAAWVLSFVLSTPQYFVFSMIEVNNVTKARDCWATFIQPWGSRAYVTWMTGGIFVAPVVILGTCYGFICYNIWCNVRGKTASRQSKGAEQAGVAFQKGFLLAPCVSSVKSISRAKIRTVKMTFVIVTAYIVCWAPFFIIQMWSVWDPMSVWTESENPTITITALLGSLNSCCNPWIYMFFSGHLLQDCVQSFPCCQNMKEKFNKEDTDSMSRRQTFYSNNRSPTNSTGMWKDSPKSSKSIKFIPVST
M1 antag: human M1 muscarinic receptor antagonists, primary screen, CHO-K1 cells, Fluo-8 calcium fluorescence, 1536-well; inhibition, % at 3 µM; Muscarinic acetylcholine receptor M1 (Homo sapiens), P11229; 360,000 compounds, 1.3% hits; CHO-K1 hM1, ACh EC80 antagonist;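 active = percent inhibition above its own plate's cutoff, namely the mean of that plate's compound wells plus 3 SD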;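 note: peak over basal fluorescence ratio during 140 s after agonist addition; 0% = ACh EC80 plus DMSO and 100% = DMSO alone without agonist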
TAAR1 antag: human TAAR1 antagonists, primary screen, Fluo-8 calcium fluorescence, CHO RD-HGA16 cells. 360,000 compounds, 1.5% hits. antagonist. Trace amine-associated receptor 1 (Homo sapiens), Q96RJ0. inhibition, % at 3 µM;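 active = inhibition above a per-plate cutoff, the mean inhibition of test compounds on that plate plus 3 SD, cut at about 49% in these data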;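 note: 0% = DMSO plus EC80 beta-PEA response and 100% = DMSO alone without agonist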
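Assay system: CHO-derived RD-HGA16 cells stably expressing human TAAR1 plus Gα16. Timing: 140 s kinetic read after compound, 140 s after agonist. Technique: kinetic Fluo-8 calcium fluorescence measurement. Measure: % inhibition of agonist calcium response.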
OXTR agonist: human OXTR agonists, primary screen, fluorescence, CHO-OTR cells, Fluo-8 calcium; AID 2435, 2010; Fluo-8 calcium fluorescence; normalized: DMSO 0%, oxytocin 100%; activation, % at 3 µM; 320,000 compounds, 0.32% hits; Oxytocin receptor (Homo sapiens), P30559;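 active = activation above the mean of all tested compounds plus 3 SD, cutoff set per screening run, cut at about 20% in these data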;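 note: peak over basal fluorescence ratio from a 100 s FLIPR kinetic read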
* hit, by the source's call; . = not tested or not shown.

SMILES	TAAR1 agonist	CHO parental Ca	OXTR potentiator	CHRM1 PAM	M1 ag	V1aR counter	M1 antag	TAAR1 antag	OXTR agonist
CCCCOC(=O)/C=C/c1c(C)[nH]c(=O)[nH]c1=O	2	-8	-6	8	-6	-0.3	-5	-2	-1.6
CCC1Nc2ncnc(N3CCN(c4ccccn4)CC3)c2N(Cc2ccc(Br)cc2)C1=O (stereo not drawn)	10	-29	0	-7	-9	-0.7	-6	12	-1.3
CCOc1ccc(-n2cc(C(=O)NCc3ccco3)c3cc(OC)c(OC)cc3c2=O)cc1	17	-2	-13	-4	-2	-0.1	-8	45	-2.0
CCC(=O)OCc1cc(=O)oc2ccc3ccccc3c12	8	-8	1	7	-7	-0.4	-4	-10	-0.4
C=CCn1c(SCC(=O)NCC(c2ccccc2)N(C)C)nnc1C1CCCCC1 (stereo not drawn)	24	-21	2	-12	-8	-0.6	26	-5	-0.6
CN(C)c1cccc(NC(=O)C2Cc3c(-c4cccnc4)ccnc3O2)c1 (stereo not drawn)	3	.	.	8	-4	.	-12	-11	.
Cc1cc(C)[n+](Cc2ccccc2)cc1C(N)=O	3	-5	-11	2	-7	0.8	-6	-16	0.5
COc1ccc(N2C(=O)c3cc4ccccc4cc3C2=O)cc1	1	-3	-8	6	-3	-1.1	-5	2	0.1
Cc1cc(C)c2c(=O)[nH]c(SCc3ccccc3C)nc2n1	4	-13	-7	7	-11	-1.2	1	-13	-1.9
Fc1ccc(OCc2nnc(SCCN3CCOCC3)o2)cc1	1	-7	-12	0	-3	1.3	-3	13	0.2
COC(=O)c1sc(NC(=O)/C=C/c2ccccc2Cl)nc1C	4	1	-4	-1	-3	-0.1	3	-29	0.2
OC(COc1ccc(CN2CCSCC2)cc1)CN1CCCCC1 (stereo not drawn)	0	-2	5	-1	-6	0.7	-7	-32	1.1
CC(CNC(=O)CCn1c(=O)c2cccn2c2ccc(F)cc21)c1ccccc1 (stereo not drawn)	20	-27	-12	-10	-2	-0.5	15	17	-1.3
CC(C)NC(=O)C1(C)CCN1C(=O)c1cccc(F)c1 (stereo not drawn)	-1	.	.	-2	-2	.	8	2	.
O=C(Nc1ccnn1C1CCN(C(=O)c2ccc(Cl)cc2)CC1)C1CC1	0	0	-1	5	-3	-0.2	-2	-11	-0.6
CCO[C@@H]1OC(C(=O)N2CCOCC2)=C[C@H](C)[C@H]1CCCO	20	-4	-5	2	0	0.1	-3	1	-0.3
O=C(Nc1ccccc1)c1ccccc1OCc1cccc([N+](=O)[O-])c1	1	4	-8	-1	-8	1.2	2	8	0.5
CCOC(=O)Cc1csc(NC(=O)Nc2cccc(OC)c2)n1	4	-7	-7	6	3	3.6	-14	22	4.3
COc1ccc2c(C)cc(SCn3nnc4ccccc4c3=O)nc2c1	0	-14	-3	1	-5	-0.2	-4	-13	-1.6
Cc1ccnc(N/C=C(/NC(=O)c2ccccc2)C(=O)NN)n1	2	-25	-8	7	-4	0.9	-9	-1	-1.2
Cc1onc(-c2c(Cl)cccc2Cl)c1C(=O)c1c[nH]c(C(=O)NCC2CCCO2)c1 (stereo not drawn)	26	2	-10	-4	4	1.9	26	62*	1.6
c1ccc(CNc2ncnc3sc4c(c23)CCCC4)nc1	3	-14	-10	4	-7	1.5	-7	-21	-0.1
CC1CCN(CCCNC(=O)C2CC(=O)N(CCc3ccccc3)C2)CC1 (stereo not drawn)	8	-7	1	11	-5	-0.6	-17	-17	1.0
O=C(Nc1ccccc1)NC1CCN(CCCN2C(=O)c3ccccc3C2=O)CC1	4	-12	-7	-4	-15	-0.1	-2	11	0.1
CCS(=O)(=O)C1=NN2C(=N)/C(=C\c3ccc(OS(=O)(=O)c4ccccc4)cc3)C(=O)N=C2S1	.	6	-7	9	-5	0.8	-9	.	-0.8
O=C(COc1ccccc1F)N1N=C(c2cccs2)CC1c1ccco1 (stereo not drawn)	-1	.	.	13	-4	.	-14	-8	.
CCOC(=O)C1=C(C)NC(=O)NC1c1ccc2c(c1)OCO2 (stereo not drawn)	2	-6	-3	3	-4	-0.1	-8	4	-0.2
Cc1ccc(S(=O)(=O)C(C#N)c2nc3ccccc3nc2N2CCC(C)CC2)cc1 (stereo not drawn)	3	.	.	-1	-2	.	-6	9	.
CCOCCCn1c(=S)[nH]c2cc(C(=O)N3CCC(C(N)=O)CC3)ccc2c1=O	3	-1	0	-5	-2	0.3	19	1	0.2
CCOC(=O)C1CCCN(C(=O)c2cc3c(OC)c(OC)c(OC)cc3[nH]2)C1 (stereo not drawn)	1	-14	-10	10	-2	0.7	-7	-2	-0.6
O=C(CCc1nnc2n(Cc3ccccc3Cl)c(=O)c3ccccc3n12)NCCCN1CCOCC1	0	-12	-2	-1	-14	1.1	-7	1	0.3
COC(=O)C(NC(=O)c1ccccc1Cl)(Nc1ncc(S(=O)(=O)c2ccc([N+](=O)[O-])cc2)s1)C(F)(F)F (stereo not drawn)	88*	2	-15	2	22*	28*	10	43	19
COc1ccc2cc3cc(C(=O)N4CCN(c5ccccn5)CC4)oc3nc2c1	3	-18	-4	6	-4	1.5	-8	1	-1.2
O=C(NCCc1ccccc1)Nc1cccc(Cl)c1	6	-8	-2	-11	-4	2.1	13	1	-0.7
CCN(CC)C(=O)C1=C(C)NC(=O)NC1c1ccccc1F (stereo not drawn)	.	-2	1	.	.	2.1	.	.	0.6
COc1ccc(CC(=O)Nc2ccc3c(c2)OCO3)cc1S(=O)(=O)N1CCOCC1	0	-12	-2	-4	-3	0.7	9	-17	1.1
O=C1CC2(CCCC2)Oc2ccc(F)cc21	4	-5	-11	1	-6	5.4	9	-3	-1.3
O=C(CC1Oc2ccccc2NC1=O)NCCCN1CCN(Cc2ccccc2)CC1 (stereo not drawn)	.	-2	-1	-1	-13	-0.7	-4	.	0.6
O=C(O)CCNC(=O)C12CC3CC(CC(C3)C1)C2	5	-5	-1	-3	-7	0.5	0	-22	0.3
Cc1cccc(-c2nc3sc(C)cc3c(=O)o2)c1	-1	-12	0	7	-3	0.4	-10	-8	0.6
Oc1cccnc1CN1CCCCC1	3	.	.	12	0	.	-12	-5	.
C[C@H]1CN([C@@H](C)CO)C(=O)CCCn2nncc2CO[C@H]1CN(C)C(=O)c1ccc2ccn(C)c2c1	1	.	.	-3	-3	.	-9	-8	.
Cc1c(Cl)cccc1NS(=O)(=O)c1ccc(-c2ccc(=O)[nH]n2)o1	1	-9	-2	13	10	1.4	-4	-11	1.0
CC(=O)N(CCc1ccccc1)Cc1cc2ccc(C)c(C)c2[nH]c1=O	41*	-16	-13	3	1	4.6	-12	11	2.2
CCOC(=O)C(C)Sc1nc2c(c(=O)[nH]c(=O)n2C)n1Cc1ccc(Cl)cc1 (stereo not drawn)	5	-19	-1	0	-5	0.2	3	-3	-1.5
C[C@H]1CN([C@@H](C)CO)C(=O)c2cccc(NC(=O)C3CC3)c2O[C@H]1CN(C)CC1CCCCC1	3	-10	-2	-1	-7	0.3	1	12	-0.3
NS(=O)(=O)c1ccc(NC(=O)c2ccc3c(c2)OCO3)cc1	0	8	-8	5	-1	1.1	-3	11	0.6
NS(=O)(=O)c1ccc(NC(=O)CSc2nc3ccccc3[nH]2)cc1	0	-4	-3	5	-4	0.6	-9	17	1.4

Profiles, quoted from the list:
`C[C@H]1CN([C@@H](C)CO)C(=O)c2cccc(NC(=O)C3CC3)c2O[C@H]1CN(C)CC1CCCCC1` in the list: TAAR1 agonist = 3; CHO parental Ca = -10; OXTR potentiator = -2; CHRM1 PAM = -1; M1 ag = -7; V1aR counter = 0.3; M1 antag = 1; TAAR1 antag = 12; OXTR agonist = -0.3
`O=C(COc1ccccc1F)N1N=C(c2cccs2)CC1c1ccco1` (stereo not drawn) in the list: TAAR1 agonist = -1; CHO parental Ca = .; OXTR potentiator = .; CHRM1 PAM = 13; M1 ag = -4; V1aR counter = .; M1 antag = -14; TAAR1 antag = -8; OXTR agonist = .

Among those listed so far, 4 have a furan ring, fused or not:
SMILES	TAAR1 agonist	CHO parental Ca	OXTR potentiator	CHRM1 PAM	M1 ag	V1aR counter	M1 antag	TAAR1 antag	OXTR agonist
CCOc1ccc(-n2cc(C(=O)NCc3ccco3)c3cc(OC)c(OC)cc3c2=O)cc1	17	-2	-13	-4	-2	-0.1	-8	45	-2.0
O=C(COc1ccccc1F)N1N=C(c2cccs2)CC1c1ccco1 (stereo not drawn)	-1	.	.	13	-4	.	-14	-8	.
COc1ccc2cc3cc(C(=O)N4CCN(c5ccccn5)CC4)oc3nc2c1	3	-18	-4	6	-4	1.5	-8	1	-1.2
Cc1c(Cl)cccc1NS(=O)(=O)c1ccc(-c2ccc(=O)[nH]n2)o1	1	-9	-2	13	10	1.4	-4	-11	1.0

Rows are unselected; overall some 3.7% were active at least once.
